Bioassay records as filed in PubChem.
hcGAS inh – Primary biochemical luminescence assay for human cyclic GMP-AMP synthase inhibitors; Q8N884; recombinant h-cGAS, ATP depletion, Kinase-Glo luminescence; inhibition, % at 12.5 µM; 290,000 compounds, 0.081% hits; AID 1259398, 2018;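 note: 0% = vehicle reaction and 100% = reaction without DNA for no activity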
Target sequence (Q8N884 whole entry, looked up): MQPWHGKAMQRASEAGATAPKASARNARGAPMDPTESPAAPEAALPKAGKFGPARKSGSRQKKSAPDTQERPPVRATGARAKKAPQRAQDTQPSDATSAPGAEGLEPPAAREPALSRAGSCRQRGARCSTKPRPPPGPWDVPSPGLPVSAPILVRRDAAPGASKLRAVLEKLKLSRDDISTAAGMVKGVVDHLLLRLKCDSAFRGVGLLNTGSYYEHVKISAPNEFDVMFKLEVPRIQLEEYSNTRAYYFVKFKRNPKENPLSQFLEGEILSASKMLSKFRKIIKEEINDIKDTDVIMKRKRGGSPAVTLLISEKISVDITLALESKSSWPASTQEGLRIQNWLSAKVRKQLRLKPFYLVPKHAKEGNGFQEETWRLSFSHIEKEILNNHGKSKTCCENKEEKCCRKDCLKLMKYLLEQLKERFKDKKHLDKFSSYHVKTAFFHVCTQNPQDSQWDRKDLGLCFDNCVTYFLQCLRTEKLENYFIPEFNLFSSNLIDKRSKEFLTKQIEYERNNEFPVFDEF
mcGAS inh – cyclic GMP-AMP synthase inhibitors, mouse, primary biochemical chemiluminescence; Q8C6L5; recombinant cGAS, Kinase-Glo ATP depletion luminescence; inhibition, % at 12.5 µM; 160,000 compounds, 0.15% hits; AID 1259399, 2018;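 note: 0% = negative control wells and 100% = reference inhibitor with no enzyme activity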
NPYLR7 ag – agonists of mosquito NPYLR7 receptor, primary screen, cell-based, Aedes aegypti, calcium fluorescence, mosquito biting behavior; HEK293T NPYLR7/Galpha15, GCaMP6s calcium fluorescence; activation, % at 10 µM; 270,000 compounds, 0.15% hits; AID 1259423, 2018; in the data active = activation above about 40%;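 note: 0% = vehicle and 100% = reference agonist at the receptor; some compounds past the cut are filed as inactive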
* hit, by the source's call; . = not tested or not shown; & = joins results of further samples. Cut-off read from the data, not from the text of the source, unless noted: active = inhibition above about 40%; inactive = the rest.

Below each compound: hcGAS inh, mcGAS inh, NPYLR7 ag
Cc1cc(C(=O)N(C2CC2)C(C)C2CC2)c2nc3n(c2n1)CCCCC3 (stereo unspecified)
  -2, ., 0
CCCN(Cc1cccc(C)c1)CC(O)COCC(C)C (stereo unspecified)
  -2, -5, 10
CCOc1c(Br)cc(Cl)cc1NS(=O)(=O)c1cccs1
  5, -1, 1
COc1cccc(CN(CCc2c[nH]c3ccccc23)Cc2nc(C(=O)O)co2)c1OC
  -5, -4, 13
COc1cc2cc(CN3CCCC3c3ccco3)c(=O)[nH]c2cc1OC (stereo unspecified)
  -1, ., 16
CCNC(=O)NC(CC(C)C)c1nnc2n1CCNCC2 (stereo unspecified)
  -6, ., 7
COc1cc(Nc2cc3c(cn2)cc(-c2cnn(C)c2)n3Cc2ccccc2)cc(OC)c1OC
  -4, -6, 2
Cc1ccc(S(=O)(=O)NC(C)Cn2cncn2)cc1C (stereo unspecified)
  -8, -8, 1
COc1ccc(OC)c(C2CCN(C(=O)c3cccc4ccnn34)C2)c1 (stereo unspecified)
  -4, ., -2
Cc1ccccc1-n1cccc1CN1CCC2(CC1)CN(C)CCN2C
  -6, -10, 20
COc1nc2c(cc1C(=O)N1CCn3cncc3C1)CCC2
  -2, -2, -9
COCCNC(=O)c1ccc(CSc2nc(C)cc(N3CCN(c4ccccc4Cl)CC3)n2)o1
  -6, -4, 10
COc1cc2c(cc1OC)C(c1cccc(Cl)c1)N(C(=O)C1(c3ccc(Cl)cc3)CCCC1)CC2 (stereo unspecified)
  -4, -1, 14
O=C(NC1CCc2[nH]c3ccc(Br)cc3c2C1)C1CC=CCC1 (stereo unspecified)
  -7, -8, 26
Clc1cc2c(c(CSc3nnnn3-c3ccccc3)c1)OCOC2
  72*, -2, 6
Cc1ccc(-c2cc(=O)n(-c3nc(C)cc(C)n3)[nH]2)cc1
  -6, -9, -1
COCCCN(CC(=O)N1CCc2sccc2C1COc1cccc(OC)c1)S(=O)(=O)c1ccc(Cl)cc1 (stereo unspecified)
  -1, -3, -2
COC(C)C(=O)NCC(O)CN1CCC(C)CC1 (stereo unspecified)
  -17, ., -3
CCOc1ccc(/C=C2/SC(=Nc3ccccc3)NC2=O)c(O)c1
  -3, -3, 10
CC(O)CSc1nc2c(c(=O)n(C)c(=O)n2C)n1CCCc1ccccc1 (stereo unspecified)
  5, 0, -15
O=C1N(Cc2ccc(F)c(F)c2)CCCC1(O)CNCCc1ccccn1 (stereo unspecified)
  -5, -13, 9
C#CCOCC(O)CN(CCC(C)C)Cc1cccn1C (stereo unspecified)
  1, -3, -3
C=CCn1c(SCC(=O)N2CCCC2)nnc1-c1cc(OC)cc(OC)c1
  -6, -6, -2
Oc1ccc(Cl)cc1Cc1cc(Cl)ccc1O
  -4, ., 0
Cc1cccc(COC(CN2CCN(S(=O)(=O)c3cc(F)cc(F)c3)CC2)c2ccc(Cl)cc2)c1 (stereo unspecified)
  -7, -7, 17
O=C1CCS(=O)(=O)c2ccc(F)cc21
  -7, -10, 7
O=C(NCc1ccccc1-n1ccnc1)c1ccc(-n2cnnc2)cc1
  -3, -15, 2
CNC(=O)CN1C(=O)CN(C(=O)c2cc(C)oc2C)CCC(OC)c2ccccc21 (stereo unspecified)
  -2, -7, 6
C=C(C)COc1cccc(NC(=O)N(C)C2CCN(C3CC3)C2)c1 (stereo unspecified)
  -4, -11, 1
CCOC(=O)N1CCC(NCc2nn(C)c3ccc(C)cc23)CC1
  -1, -2, 13
CONC(=O)C1CCN(S(=O)(=O)c2ccccc2F)CC1
  -8, ., 2
Cc1cc(NC(=O)C(C)OC(=O)CCn2nnc3ccccc3c2=O)on1 (stereo unspecified)
  -2, ., 0
CCN1CCN(C(c2ccco2)C2Sc3nc(C)nn3C2=O)CC1 (stereo unspecified)
  1, -4, -9
CCCn1c(SCc2cccc(Br)c2)nc2cc(S(=O)(=O)N3CCOCC3)ccc21
  -1, -5, .
Cc1cccc(NC(=O)N(Cc2cccn2Cc2ccc(F)cc2)C2CCCCC2)c1
  -6, -5, -7
CN(C)C(=O)CN(C)S(=O)(=O)c1cc(F)cc(F)c1
  -12, -6, 12
Cc1cccc(NC(=O)c2cnc3sc(C)cn3c2=O)n1
  -8, ., 1
COC(=O)c1ccc(NS(=O)(=O)c2ccccc2Br)s1
  -5, -16, -2
C(=N/Nc1ncnc2sc3c(c12)CCCC3)/c1c[nH]c2ccccc12
  -1, -7, 4
CCCCc1ccc(C(=O)N2CCC3(CC2)C(=O)N(CC(=O)NCc2ccco2)CN3c2ccccc2)cc1
  -5, -5, 20

Looked up one by one from above (two):
Below each compound: hcGAS inh, mcGAS inh, NPYLR7 ag
CONC(=O)C1CCN(S(=O)(=O)c2ccccc2F)CC1
  -8, ., 2
O=C1CCS(=O)(=O)c2ccc(F)cc21
  -7, -10, 7

New compounds follow
Below each compound: hcGAS inh, mcGAS inh, NPYLR7 ag
CC1=C(C(=O)OCC(C)C)C(c2cccs2)NC(=S)N1 (stereo unspecified)
  -7, ., 2
Cc1ccc(CNC(=O)/C(C#N)=C2\N=C(NC(=O)c3cccnc3)c3ccccc32)cc1
  -4, ., 7
O=C(Nc1ccc(C(F)(F)F)oc1=O)c1ccc(Cl)cc1
  1, ., 0
O=C(NC1CCN(c2ccccc2C(=O)NCc2ccncc2)CC1)c1ccc(C(F)(F)F)cc1
  2, -3, 2
COCCN(CC(=O)N1CCc2sccc2C1c1ccccc1C)C(=O)c1ccc(F)cc1 (stereo unspecified)
  -2, -4, -9
Cc1ccc(CNC(=O)CSc2nc3[nH]ncc3c(=O)[nH]2)cc1
  -5, ., -1
CCCC1(C)CCCN(C(=O)NCCCS(C)(=O)=O)C1 (stereo unspecified)
  -1, ., -1
CCCCC1C=CCN1C(=O)CCc1ccc(O)cc1 (stereo unspecified)
  -5, ., 1
O=C(CSc1nc(=O)n2ccccc2n1)N1CCc2ccccc21
  -11, -8, -1
COc1ccc(C2CCCN2CC(=O)Nc2cc(F)cc(F)c2)cc1 (stereo unspecified)
  2, ., 2
CC(=O)Nc1ccc(S(=O)(=O)N(CC(=O)N(Cc2cccn2Cc2ccccc2)C2CCCCC2)CC(C)C)cc1
  -4, -6, 5
COc1ccc(N2CCn3c2nc2c3c(=O)n(CC(C)C)c(=O)n2C)c(OC)c1
  3, -2, -4
O=C(CCC(=O)c1cccs1)NNC(=O)c1cc2c(s1)CCCC2
  -5, -5, 0
Cc1ccnc(SCc2cc(=O)c(OC(=O)Cc3ccc(F)cc3)co2)n1
  5, 40*, -16
CN1CCN(C(=O)c2cc3nc(-c4ccc(Br)cc4)cc(C(F)(F)F)n3n2)CC1
  -6, -4, -1
Cc1noc(C)c1CCCNC(=O)c1ccc(-c2cnn(C)c2)nc1
  -4, -14, 7
CCCc1noc(CCC(=O)N2CCCC2c2nnc3n2CCCCC3)n1 (stereo unspecified)
  0, ., 10
COc1ncc(C(=O)NC(c2ccncc2)c2ccc(C)cc2)cn1 (stereo unspecified)
  -4, -16, 2
Cc1cnccc1CN(C)Cc1nc2ccccc2n1C(C)C
  -10, ., 3
CCOc1ccccc1NC(=O)N(CCCOC)CC(=O)N(Cc1ccccc1)Cc1ccc(C)s1
  -3, -4, 19
CC1CCN(C(=O)c2cccnc2Oc2ccccc2)CC(C)(C)C1 (stereo unspecified)
  -9, -4, -9
Cc1ncc(CO)c(C=NN=C2CC3CCC2(C)C3(C)C)c1O (stereo unspecified)
  -12, -9, 0
CCCc1nnc2sc(/C=C/c3ccc(OC)cc3)nn12
  1, -5, -1
COc1ccc(C(=O)N2CCN(CC(OCc3c(F)cccc3F)c3ccc(Cl)cc3)CC2)cc1F (stereo unspecified)
  -4, -4, 4
CCC(C)N(Cc1cc(NC(=O)c2ccccc2Cl)ccc1N(C)C)C(=O)Nc1cccc(F)c1 (stereo unspecified)
  -4, -8, 5
CC1c2ccsc2CCN1CC(=O)Nc1ccc(Cl)cc1F (stereo unspecified)
  -8, ., -3
Cc1c(C)n2c3c(=O)n(Cc4ccc(Cl)cc4)c(=O)n(C)c3nc2n1CCN1CCOCC1
  -4, ., 2
COc1cccc(C2CCN2C(=O)c2cc3n(n2)CCN(C)C3)c1 (stereo unspecified)
  -5, ., 1
Cc1nc(C)c(C(=O)N2CCC(C3(Cc4ccc(F)cc4)NC(=O)N(CC4CC4)C3=O)CC2)s1 (stereo unspecified)
  -9, -13, 2
CCCCN(Cc1cccn1Cc1ccc(Br)cc1)C(=O)CN(CCOC)C(=O)c1ccc(C)c([N+](=O)[O-])c1
  -5, -5, 9
Cc1ccc(C(=O)N2CCN(Cc3ccc(-c4noc(-c5cccs5)n4)cc3)CC2)c(Cl)n1
  -2, 1, -1
CNc1ncc(CN(C)C(=O)c2cc(COc3ccccc3)[nH]n2)cn1
  -7, -13, 0
Cc1nnc(SCCNC(=O)CC2C(=O)NCCN2C2CCCC2)s1 (stereo unspecified)
  -7, -11, .
O=C(Nn1cnc2c(cnn2-c2ccccc2)c1=O)c1ccc(C(F)(F)F)cc1
  -9, ., 4
Cc1cc(C(=O)CSc2nnc(Cc3cccs3)n2C2CC2)c(C)n1C(C)C
  -8, -5, 6
CCc1ccc(S(=O)(=O)Nc2cc(-c3ccco3)nn2C2CCS(=O)(=O)C2)cc1 (stereo unspecified)
  -6, -7, 1
Cc1nc(NC2CCCCC2)c2c3c(sc2n1)CCC3
  -2&-6, ., 28&1
Cc1ccc(N2C(=O)CC(NCc3ccc4c(c3)OCO4)C2=O)cc1 (stereo unspecified)
  -3, -4, -8
COC(=O)[C@@H]1C[C@H](NC(=O)CCN2CCCCO2)CN1C
  -1, ., -3
Cc1ccccc1-n1nc(C)c(CNC(=O)c2cccnc2Oc2ccccc2)c1C
  -11, -6, -9
N#CCSc1nc2c(-c3ccccc3)c[nH]c2c(=O)n1-c1ccccc1
  -5, -7, -2
COc1cccc(-n2c(=O)[nH]c3sc4c(c3c2=O)CCN(C(=O)Cc2cc(C)no2)C4)c1
  -11, -6, .
N#Cc1c(N)sc(C(=O)O)c1CSc1ccc2c(c1)OCCO2
  -1, ., 6
CN(C)S(=O)(=O)c1ccccc1CNC(=O)CCCn1cncn1
  -7, ., 2
CC1Oc2ccc(OC(F)(F)F)cc2N(c2ccc(C(F)(F)F)cc2)C1=O (stereo unspecified)
  -3, ., 7
Cc1nc2c(=O)n(Cc3ccc(F)cc3)nc(-c3ccccc3)c2s1
  -4, -6, -1
S=c1n(CN2CCCC2)nc(C2COc3ccccc3O2)n1-c1ccccc1 (stereo unspecified)
  -5&5, -1, 25&1
Cc1ccc([C@H]2CN(C3CCCCC3)C[C@@H]2N)o1
  -8, -5, .
CC(=O)c1sc(=Nc2c(C)cccc2C)n(CCO)c1C
  -2, -5, -1
COc1ccc2[nH]c3c(c2c1)CCN(C(=O)CCCOc1ccccc1)C3c1ccc(-c2ccccc2C(F)(F)F)o1 (stereo unspecified)
  -2, -6, 20
COC(=O)CCCc1nc(Cn2ccc(=O)c3ccccc32)no1
  -12, ., 10
NC(=O)C1CN(c2nc(C3CC3)nc3sc4c(c23)CCCC4)CCO1 (stereo unspecified)
  -13, ., 7
CC1CCN(Cc2nnnn2CCCC(=O)NC(C)c2cnn(-c3ccccc3)c2)CC1 (stereo unspecified)
  -6, ., 2
Cc1nn(CC(=O)O)c(=N)s1
  -4, ., 0
CCN(CC)c1onc(-c2ccc(F)cc2)c1CN(Cc1ccc2c(c1)OCO2)CC(O)COCc1ccco1 (stereo unspecified)
  1, 0, -3
CCN(CCN1C(=O)C(C)SC1c1ccc(F)cc1F)C(=O)c1cccs1 (stereo unspecified)
  3, 1, 0
CCCN(CC(=O)N(Cc1cccn1Cc1ccccc1Cl)C1CCCCC1)C(=O)c1ccc(OC)cc1
  -5, -4, -8
Nc1nnnn1N=Cc1ccc(-c2ccc3c(c2)COC3=O)o1
  -3, -5, -1
O=C1CN(Cc2ccccc2)C(=O)C1c1ccccc1 (stereo unspecified)
  -7, -3, -1
C=CCNC(=O)c1ccc(OC2CCN(CCc3ccccc3)CC2)cc1
  -11, -3, -6
Nc1ncc(C(=O)N2CCCC(N)CC2)c(-c2ccccc2)n1 (stereo unspecified)
  -7, ., 1
COC(=O)c1sccc1NS(=O)(=O)c1ccc(OC)c([N+](=O)[O-])c1
  -5, -2, 5
CSc1ccc(COc2coc(CN3CCCN(S(=O)(=O)c4ccccc4C(F)(F)F)CC3)cc2=O)cc1
  -6, -5, 22

Four entries from above, reformatted.
smiles: CC1CCN(Cc2nnnn2CCCC(=O)NC(C)c2cnn(-c3ccccc3)c2)CC1 (stereo unspecified)
- hcGAS inh: -6
- mcGAS inh: .
- NPYLR7 ag: 2

smiles: Cc1nn(CC(=O)O)c(=N)s1
- hcGAS inh: -4
- mcGAS inh: .
- NPYLR7 ag: 0

smiles: CCN(CC)c1onc(-c2ccc(F)cc2)c1CN(Cc1ccc2c(c1)OCO2)CC(O)COCc1ccco1 (stereo unspecified)
- hcGAS inh: 1
- mcGAS inh: 0
- NPYLR7 ag: -3

smiles: CCN(CCN1C(=O)C(C)SC1c1ccc(F)cc1F)C(=O)c1cccs1 (stereo unspecified)
- hcGAS inh: 3
- mcGAS inh: 1
- NPYLR7 ag: 0

No enrichment for hits; 0.27% or so of the library scored in one or more.
